Bioassay records (PubChem)
RGS4 inhibitor = inhibitors of human regulator of G protein signaling 4; Potency, µM (highest dose often 114 µM), without a hit: at the top dose activity change, negative = inhibition, hits mostly inhibitors; P49798; AID 504845; hit rate 0.039% among 390,000; Transcreener GDP fluorescence polarization, RGS4-accelerated GTP hydrolysis; also: % is scaled to controls: 0 for no effect and ±100 for the full control effect; nearly all actives have a fitted effect of over 75% in size; some results filed as inactive show a strong effect at the top dose
Target sequence (P49798 whole entry, looked up): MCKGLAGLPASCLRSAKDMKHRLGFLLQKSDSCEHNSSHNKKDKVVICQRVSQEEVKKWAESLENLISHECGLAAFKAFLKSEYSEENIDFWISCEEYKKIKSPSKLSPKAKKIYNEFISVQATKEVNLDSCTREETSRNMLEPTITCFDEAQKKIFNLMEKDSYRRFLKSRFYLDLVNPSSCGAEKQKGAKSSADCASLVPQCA
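MLSMR compounds (23 nl, pin-transferred) preincubated 10 min at room temperature with a 500nM (2x) first reagent, then RGS4 at 900nM (2x) plus Transcreener GDP mix added; fluorescence polarization (620/688 nm) read before and after 90 min at 30 °C.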
TrxR1 inh = inhibitors of rat thioredoxin reductase 1; Potency, µM (doses to about 114 µM), inactives show top-dose activity change, negative = inhibition, actives largely listed as inhibitors; recombinant rTrxR1, NADPH fluorescence consumption, selenite substrate; O89049; hit rate 1% among 390,000; also: % is scaled to controls: 0 for no effect and ±100 for the full control effect; nearly all actives have a fitted effect of over 65% in size
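Rat TrxR1 (90 nM in the dispensed reagent) was pre-reduced with 400 uM NADPH for 5 min at room temperature, then incubated with compound for 15 min. After 400 uM selenite was added, NADPH fluorescence (Ex 340/Em 450 nm) was followed for 8 min.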
USP1-UAF1 inh = blocks the human USP1/UAF1 deubiquitinase complex | O94782 | recombinant USP1/UAF1, Ub-Rhodamine cleavage fluorescence | Potency, µM (highest dose often 57.1 µM), for the others: at the highest dose activity change, negative = inhibition, usual class: inhibitors | hit rate 0.23% among 390,000 | AID 743255; also: % is scaled to controls: 0 for no effect and ±100 for the full control effect; nearly all actives have a fitted effect of over 60% in size; inactives centre near -12
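1 nM enzyme complex + cpd, 15 min RT; start with Ub-Rho 150nM final; kinetic fluorescence ex 480/em 540, 6 reads q60 s. Buffer 50mM HEPES pH 7.8, 0.5mM EDTA, 0.1 mg/ml BSA, 1mM TCEP, 0.01% Tween-20.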
ALOX12 inh = ALOX12 (human) lipoxygenase inhibition. P18054. Potency, µM (titrated, usually from 108 µM), without a hit: top-dose activity change, negative = inhibition, most hits filed as inhibitors. hit rate 1.1% among 580,000. purified 12hLO, xylenol orange hydroperoxide absorbance; also: % is scaled to controls: 0 for no effect and ±100 for the full control effect
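Purified human 12hLO at 150 nM in 25 mM Hepes, 0.01% Triton X-100, pH 7.0, preincubated 15 min at room temperature with compound. Reaction started with 40 uM arachidonic acid, 30 min at room temperature. Hydroperoxide measured by Fe-xylenol orange, 573/405 nm absorbance ratio.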
mIDH1 inhibitor = inhibitors of human mutant IDH1 R132H. O75874. IDH1-R132H enzyme, NADPH consumption, diaphorase/resazurin fluorescence. Potency, µM (highest dose often 76.6 µM), without a hit: top-dose activity change, negative = inhibition, hits mostly inhibitors. hit rate 0.093% among 390,000; also: % is scaled to controls: 0 for no effect and ±100 for the full control effect; nearly all actives have a fitted effect of over 65% in size
Target sequence (O75874 whole entry R132H, stated change not applied): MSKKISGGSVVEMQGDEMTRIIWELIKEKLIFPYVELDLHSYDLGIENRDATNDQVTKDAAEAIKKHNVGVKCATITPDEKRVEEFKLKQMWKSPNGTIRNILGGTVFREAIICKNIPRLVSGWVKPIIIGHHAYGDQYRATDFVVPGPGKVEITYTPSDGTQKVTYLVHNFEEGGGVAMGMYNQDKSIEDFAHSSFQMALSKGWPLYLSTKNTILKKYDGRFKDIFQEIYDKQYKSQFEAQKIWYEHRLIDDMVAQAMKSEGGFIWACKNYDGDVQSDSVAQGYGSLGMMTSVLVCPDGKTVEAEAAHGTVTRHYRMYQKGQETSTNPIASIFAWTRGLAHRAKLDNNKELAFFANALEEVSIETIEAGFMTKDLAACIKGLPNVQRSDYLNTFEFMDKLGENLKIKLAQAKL
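IDH1-R132H (0.5 ug/mL dispensed) in pH 7.5 Tris buffer was preincubated 30 min with compound, then given a substrate mix of 0.016 mM NADPH and 2 mM alpha-KG for 80 min at room temperature; remaining NADPH was read by diaphorase/resazurin fluorescence.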
Vif-A3G inh = inhibitors of Vif-APOBEC3G interaction. Q9HC16. HeLa A3G-eYFP + Vif (tagged APOBEC3G with the HIV-1 protein that degrades it), YFP fluorescence, overnight. Potency, µM (top dose mostly 46.1 µM), without a hit: at the top dose activity, negative = active, hits mostly inhibitors. hit rate 0.076% among 410,000. AID 602310;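 also: % is scaled to controls: 0 for no effect and ±100 for the full control effect; nearly all actives have a fitted effect of over 60% in size; hits raise eYFP signal because A3G escapes Vif-driven loss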
Target sequence (Q9HC16 whole entry, looked up): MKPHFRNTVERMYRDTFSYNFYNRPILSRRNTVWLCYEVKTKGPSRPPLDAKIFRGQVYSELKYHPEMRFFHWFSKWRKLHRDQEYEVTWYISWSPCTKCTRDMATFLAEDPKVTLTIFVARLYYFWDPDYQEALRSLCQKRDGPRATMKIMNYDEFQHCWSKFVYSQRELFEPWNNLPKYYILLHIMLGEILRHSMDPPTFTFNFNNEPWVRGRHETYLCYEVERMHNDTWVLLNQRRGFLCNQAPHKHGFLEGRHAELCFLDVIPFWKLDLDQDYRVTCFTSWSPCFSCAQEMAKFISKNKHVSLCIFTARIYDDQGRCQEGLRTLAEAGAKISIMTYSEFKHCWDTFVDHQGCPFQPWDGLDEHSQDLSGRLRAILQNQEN
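Read-out is eYFP fluorescence (Ex 488/Em 500-530) from Vif-expressing HeLa A3G-eYFP cells; more signal means A3G escaped Vif-mediated degradation. Cells plated overnight, compound pinned in, incubated overnight at 37 deg C.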
TrxR1 substrate = is turned over as a substrate by rat TrxR1; Potency, µM (top dose mostly 114 µM), inactives show at the highest dose activity change, negative = substrate turnover; purified TrxR1 substrate turnover, NADPH consumption readout; hit rate 0.01% among 390,000; O89049; also: % is scaled to controls: 0 for no effect and ±100 for the full control effect; nearly all actives have a fitted effect of over 50% in size
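Rat TrxR1, dispensed at 90 nM, was prereduced with 400 uM NADPH (final) for 5 min at ~22 deg C, then incubated with compound 15 min before 400 uM selenite. A first-read NADPH fluorescence drop versus no-compound background flagged substrates.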
Vif-APOBEC3F blk = inhibitors of Vif-A3F interaction; hit rate 0.2% among 390,000; HeLa A3F-eYFP + Vif (tagged APOBEC3F with the HIV-1 protein that degrades it), YFP fluorescence increase; Potency, µM (highest dose often 46.1 µM), inactives show top-dose activity, negative = active; also: % of control where 0% means no effect; nearly all actives have a fitted effect of over 65% in size
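Fluorescence increase (Ex 488/Em 500-530) after overnight compound treatment at 37 deg C flags inhibition of Vif-driven A3F-eYFP loss in stable HeLa A3F-eYFP/Vif cells seeded overnight beforehand.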
RXFP1 agonist = RXFP1 (human) receptor agonism | Q9HBX9 | HEK293T-RXFP1 cAMP TR-FRET, 30 min; response scale: percent of porcine relaxin response, buffer zero | Potency, µM (doses to about 57.5 µM), without a hit: at the highest dose activation, usual class: activators | hit rate 0.3% among 370,000 | AID 2676; also: % is scaled to controls: 0 for no effect and ±100 for the full control effect; nearly all actives have a fitted effect of over 60% in size; many of its hits are not listed in these tables
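HEK293 cells stably expressing RXFP1, treated 30 min at 37C with compounds plus PDE4 inhibitor Ro 20174; cAMP measured by HTRF TR-FRET. Normalized to buffer and 29 nM porcine relaxin; EC50 by Hill fit.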
The depositor's hits bear a star; ? = inconclusive; / = not tested or not shown; & = joins results of further samples; [ ] = another dose, or the depositor's remark. Calls follow the shape of the dose curve; as a rule, active = well fitted curve in the direction sought with a large enough effect; inconclusive = small, poorly fitted or top-dose-only effect, or another doubt; inactive = no such curve, though single readings can be large; an effect the other way counts as inactive or inconclusive. Potency is read from the fitted curve at half-maximal effect. The list is partial; count on the stated rates, not on these rows.

Start of the listing, in advance, three compounds:
SMILES	RGS4 inhibitor	TrxR1 inh	USP1-UAF1 inh	ALOX12 inh	mIDH1 inhibitor	Vif-A3G inh	TrxR1 substrate	Vif-APOBEC3F blk	RXFP1 agonist
CCCCCn1cnc2sc(-c3ccccc3)cc2c1=O	-6%	-5%	-22%	17%	2%	2%	0%	-7%	-0.6%
CCc1ccc(NCc2cc3cc4c(cc3n(CC(=O)Nc3ccccc3C)c2=O)OCCO4)cc1	9%	-17%	?	170%[activator]	-12%	1%	-3%	7%	7.7%
CCn1c(C)nc2cc(-c3nnc(-c4c(-c5ccccc5)noc4C)o3)ccc21	-37%	38%[activator]	-21%	-3%	4%	0%	31%	-3%	0.8%

The list itself, previewed entries included:
SMILES	RGS4 inhibitor	TrxR1 inh	USP1-UAF1 inh	ALOX12 inh	mIDH1 inhibitor	Vif-A3G inh	TrxR1 substrate	Vif-APOBEC3F blk	RXFP1 agonist
CCCCCn1cnc2sc(-c3ccccc3)cc2c1=O	-6%	-5%	-22%	17%	2%	2%	0%	-7%	-0.6%
CCc1ccc(NCc2cc3cc4c(cc3n(CC(=O)Nc3ccccc3C)c2=O)OCCO4)cc1	9%	-17%	?	170%[activator]	-12%	1%	-3%	7%	7.7%
CCn1c(C)nc2cc(-c3nnc(-c4c(-c5ccccc5)noc4C)o3)ccc21	-37%	38%[activator]	-21%	-3%	4%	0%	31%	-3%	0.8%
Cc1noc(C)c1CSc1nc2ccccc2c(=O)n1-c1ccc(F)cc1F	-4%	-58%	-13%	0%	-6%	?	-1%[57.1 µM]	-19%	4.4%
COc1ccc(-c2nc(NC(=O)Cn3c(=O)oc4ccccc43)sc2C)cc1	14%	-7%	-6%	-29%	-11%	-13%	-13%	-2%	2.5%
Nc1ccc(-c2nc3ncccc3o2)c(O)c1	30%	89µM*	-10%	?	0%	-1%	213%[activator]	1%	11%
O=C(Cc1ccccc1)N1CCC(C(=O)N2CCN(c3ccc(F)cc3)CC2)CC1	-12%	-13%	-13%	-16%	2%	-3%	1%	?	0.5%
O=C(CCn1nc(-c2ccccc2)c2ccccc2c1=O)NCC1CCCO1 (stereo not given)	-30%	-7%	-6%	-1%	0%	1%	1%	/	1.3%
COCCCNC(=O)c1ccc(NC(=O)N2CCCCc3ccccc32)cc1	-4%	27%[57.1 µM]	-7%	-7%	-2%	0%	9%[57.1 µM]	-1%	2.5%
CCc1ccc(OC(C)C(=O)N2CCC(c3nc4ccccc4o3)CC2)cc1 (stereo not given)	15%	10%	-17%	?	5%	2%	-8%	-4%	-1.2%
O=C(CSc1ncnc2c1cnn2-c1cccc(Cl)c1)NCC1CCCO1 (stereo not given)	-10%	-9%	-11%	?	11%	-5%	-6%	?	-2.7%
Cc1ccc(C)c(NC(=O)CS(=O)(=O)c2c[nH]c3ccccc23)c1	-27%	-2%	-7%	0%	-9%	1%	-4%	1%	2.6%
CCN1CCN(CCCNC(=O)CCC(=O)N2CC(C)Oc3ccc(C)cc32)CC1 (stereo not given)	-4%	7%[57.1 µM]	-22%	5%[57.4 µM]	15%	6%	-7%[57.1 µM]	7%	-0.8%
Clc1ccccc1OCc1nc(-c2ccncc2)no1	-41%[11.4 µM]	-10%	-20%	-2%	2%	-10%	-2%	-6%	2.3%
COc1cccc(NC(=O)Cn2cc(C(=O)c3ccc(F)cc3)c(=O)c3cc(OC)ccc32)c1	-10%	2%	-13%	-14%	-3%	-1%	-3%	0%	?
CC(C)C(=O)NNC(=O)c1csc(CS(=O)(=O)c2ccc(Cl)cc2)n1	-1%	11%[57.1 µM]	-7%	156%[activator]	2%	2%	9%[57.1 µM]	14%	0.8%
Cc1nnc(NC(=O)c2ccccc2Oc2ccccc2)s1	12%	19%	-1%	-5%	2%	-3%	-2%	8%	-0.7%
CCOC(=O)c1cnc2c(C(F)(F)F)cccc2c1N1CCN(C)CC1	-15%	11%	-26%	?	3%	-6%	5%	15%	6.5%
O=C(CCCN1C(=O)S/C(=C\c2ccccc2)C1=O)NNC(=O)c1ccccc1O	4%	13%[57.1 µM]	-8%	18%	1%	-3%	8%[57.1 µM]	-7%	-2.3%
CC(C)C[C@H](NC(=O)N1CCn2c1nc1ccccc12)C(=O)NC1CC1	-12%[56.9 µM]	6%[57.1 µM]	-1%	12%	-15%	0%	1%[57.1 µM]	-4%	1.6%
CCOc1ccc(NC(=O)c2ccccc2NC(=O)c2cccnc2)cc1	3%	12%	0%	17%	-1%	3%	-2%	3%	1.4%
Cc1nn(C(C)C(=O)NCc2ccccc2Cl)c(=O)c2c1sc1ccccc12 (stereo not given)	19%	-7%	-20%	0%	4%	0%	-2%	0%	2.9%
Cc1ccc(-c2nnn(CC(=O)N(c3ccccc3)C(C(=O)NCC3CCCO3)c3cccs3)n2)o1 (stereo not given)	-35%	23%[57.1 µM]	4%	-19%	-3%	-8%	6%[57.1 µM]	3%	1.6%
COc1ccc(C)cc1N(CC(=O)Nc1ccc(S(=O)(=O)N2CCOCC2)cc1)S(C)(=O)=O	-14%	11%[0.0914 µM]	-20%	0%	-1%	-3%	-10%[57.1 µM]	5%	1.6%
CCOC(=O)c1ccccc1NC(=O)CN1CCCN(Cc2cc(C)ccc2C)S1(=O)=O	-21%	28%	-6%	-2%	0%	4%	6%	-2%	6.0%
Remaining list, next part
SMILES	RGS4 inhibitor	TrxR1 inh	USP1-UAF1 inh	ALOX12 inh	mIDH1 inhibitor	Vif-A3G inh	TrxR1 substrate	Vif-APOBEC3F blk	RXFP1 agonist
O=C(O)c1ccc2c(c1)C(=O)N(NC(=O)c1ccccc1)C2=O	-12%	16%	-24%	5%	3%	2%	-2%	-6%	-1.3%
CC1CCc2c(sc(NC(=O)COC(=O)c3ccccc3NCc3ccco3)c2C#N)C1 (stereo not given)	31%	3%	2%	0%	6%	0%	44%[activator]	-4%	3.1%
COc1ccc(C2Nc3ccccc3C(=O)N2c2ccccc2)cc1COc1ccc(NC(C)=O)cc1 (stereo not given)	22%	44%[activator]	/	/	/	-8%	54%[activator]	/	/
O=C(NCC(c1ccco1)N1CCN(c2ccc(F)cc2)CC1)c1cccs1 (stereo not given)	2%	11%[57.1 µM]	-20%	-5%	-2%	-4%	4%[57.1 µM]	3%	0.0%
Cc1cc(NC(=O)CCSc2ccc(Cl)cc2)no1	-7%	14%	6%	1%	7%	-1%	-3%	-10%	0.1%
Cc1ccc(C(=O)NCC(=O)OCC(=O)Nc2ncc(C(F)(F)F)cc2Cl)cc1	-3%	20%[57.1 µM]	-10%	-33%	9%	8%	-11%[57.1 µM]	3%	2.4%
CCC(=O)NNc1cc(=O)c2c(=O)n(C)c(=O)n(C)c2[nH]1	-3%	16%	-29%	?	12%	0%	0%	-1%	8.4%
COc1ccc(-c2noc(CCC(=O)N(C)c3cccc(C)c3)n2)cc1	-17%[11.4 µM]	19%[57.1 µM]	-10%	121%[activator]	3%	-4%	10%[57.1 µM]	-5%	-0.1%
O=C(NCc1cccc(Cl)c1)c1ccc2c(c1)nc1n2CCOC1	-1%	13%[57.1 µM]	-10%	1%	-2%	7%	2%[57.1 µM]	0%	5.1%
Cc1cc(C)c(NC(=O)CN(C2CCCCC2)C2CCCCC2)c(C)c1	14%	17%	-5%	-5%[57.4 µM]	-1%	0%	8%	-10%	-1.1%
O=[N+]([O-])c1csc2ccccc12	-7%	-6%	-14%	11%	-5%	5%	-10%	3%	/
C=CCn1nnnc1SCC(=O)Nc1ccccc1C(=O)OC	11%	19%	-16%	17%	0%	2%	6%	9%	0.6%
C/C(=N\NS(=O)(=O)c1ccc(Br)cc1)c1ccc2c(c1)OCO2	-42%	0%	-18%	?	7%	-1%	-3%	6%	-2.3%
Cc1ccc(C)c(N2CCN(S(=O)(=O)c3ccc4c(c3)CC(=O)N4C)CC2)c1	16%&-8%	17%&16%	-25%&-4%	-11%&0%	-13%&19%	2%&-1%	4%&-4%	-10%&2%	1.0%&-0.8%
CCn1nc(NS(=O)(=O)c2ccc(NC(C)=O)cc2)c2cc3cc(C)ccc3nc21	9%[11.4 µM]	-9%	-21%	-6%	1%	-13%	1%	0%	0.4%
CC(C)(O)C#Cc1ccc(CNC[C@H]2O[C@@H](n3cnc4c(N)ncnc43)[C@H](O)[C@@H]2O)s1	5%	5%	-23%	28%	8%	-3%	3%	-7%	/
Cc1ccc2nc(-c3ccc(F)cc3)c(NC(C)(C)CC(C)(C)C)n2c1	7%	62%[activator]	-25%	-24%	3%	-4%	80%[activator]	0%	0.1%
O=C1c2ccccc2C(=O)N1c1cccnc1	16%	29%[57.1 µM]	-7%	0%	2%	4%	10%[57.1 µM]	-5%	-0.4%
CC(C)CNC(=S)NC(=O)c1ccc(Cl)cc1Cl	-23%[11.4 µM]	-22%	-20%	-23%	0%	8%	-2%	?	1.3%
COc1ccc(OC)c2nc3c(cc12)CCC3	25%	17%	-6%	0%	3%	1%	9%[57.1 µM]	2%	-3.5%
COc1ccccc1C(c1nnnn1Cc1ccccc1)N1CCN(C2CCCC2)CC1 (stereo not given)	-23%[11.4 µM]	-9%	4%	?	6%	2%	-4%	6%	-0.7%
O=C(Nc1ccc(Cl)c(Cl)c1)N1CC=CCC1	-10%	20%[57.1 µM]	-17%	0%	3%	-2%	-5%	2%	-0.2%
